SMN2 splice enh: qHTS Assay for Enhancers of SMN2 Splice Variant Expression; HEK293 SMN2-luciferase splicing reporter, luminescence, 30-36 h; Potency, µM (series often up to 46.1 µM), for the others: top-dose activity change, positive = activation, usual class: activators; 210,000 compounds, 2.8% hits; also: % of control where 0% means no effect; nearly all actives have a fitted effect of over 55% in size
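HEK293 cells carry an SMN2 minigene-luciferase reporter in which exon 7 inclusion puts luciferase in frame. Cells were seeded at 2000 cells/well, attached for 10-12 hours, then exposed to compounds for 30-36 hours at 37C before ONE-Glo luminescence.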
Tau ThT inhib: qHTS for Inhibitors of Tau Fibril Formation, Thioflavin T Binding | 270,000 compounds, 2.1% hits | Microtubule-associated protein tau (Homo sapiens), P10636 | AID 1460, 2008 | recombinant tau K18 P301L, heparin-induced fibrillization, ThT fluorescence | Potency, µM (highest dose often 57.4 µM), inactives show at the highest dose activity, negative = inhibition, actives largely listed as inhibitors; also: % is scaled to controls: 0 for no effect and ±100 for the full control effect; nearly all actives have a fitted effect of over 55% in size
Target sequence (P10636 561-689 P618L limits assumed): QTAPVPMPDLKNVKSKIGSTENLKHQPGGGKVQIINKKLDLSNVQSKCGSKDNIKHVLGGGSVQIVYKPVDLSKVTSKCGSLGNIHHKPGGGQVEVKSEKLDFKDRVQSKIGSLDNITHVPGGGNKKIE
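In this qHTS, human K18 P301L tau is incubated with compound and heparin for 6 hr at 37 C, and Thioflavin T fluorescence then reports fibril load.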
HTT cytoprotect: qHTS Multiplex Assay to Identify Dual Action Probes in a Cell Model of Huntington: Cytoprotection (ATP). Potency, µM (top dose mostly 56.4 µM), for the others: cytoprotection (ATP increase), hits mostly activators. 230,000 compounds, 0.14% hits. PC12 HTT-Q103 induced, cytoprotection, ATP luminescence, 40 h;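 also: % of control where 0% means no effect; nearly all actives have a fitted effect of over 45% in size; toxic huntingtin expression switched on by the ecdysone agonist tebufenozide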
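Stable PC12 Q103-GFP cells in serum-supplemented, phenol red-free DMEM; induction by tebufenozide at 100 nM final; compound dose series; cell viability quantified luminescently from ATP.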
Tau fluor cs: Counterscreen qHTS for Inhibitors of Tau Fibril Formation, Fluorescence Polarization; 280,000 compounds, 0.93% hits; Potency, µM (highest dose often 57.7 µM), for the others: at the highest dose activity change, negative = decrease; tau K18 P301L (four-repeat tau fragment) Alexa594 fluorescence, heparin fibrillization; also: % is scaled to controls: 0 for no effect and ±100 for the full control effect; nearly all actives have a fitted effect of over 55% in size
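Human K18 P301L tau (15 uM unlabeled plus 0.24 uM Alexa 594-labeled, final) in 100 mM sodium acetate pH 7 was mixed with compound and 20 uM heparin and incubated 6 hr at 37 C.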
Tau fibril FP: qHTS for Inhibitors of Tau Fibril Formation, Fluorescence Polarization; Microtubule-associated protein tau (Homo sapiens), P10636; K18 P301L tau heparin fibrillization, Alexa594 FP, 6 h; Potency, µM (doses to about 57.7 µM), without a hit: at the top dose activity, negative = inhibition, usual class: inhibitors; 280,000 compounds, 0.39% hits; also: % is scaled to controls: 0 for no effect and ±100 for the full control effect; nearly all actives have a fitted effect of over 55% in size
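Steps: dispense K18 P301L tau (15 uM plus 0.24 uM Alexa 594 tracer, final) in pH 7 sodium acetate; add compound; add heparin (20 uM final); incubate 6 hr, 37 C; add ThT (30 uM final); after 1 hr ambient, read FP.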
KDM4E inh: qHTS Assay for Inhibitors of Human Jumonji Domain Containing 2E (JMJD2E); Lysine-specific demethylase 4E (Homo sapiens), B2RXH2; JMJD2E catalytic domain, FDH-coupled NADH fluorescence (FDH is formaldehyde dehydrogenase); Potency, µM (series often up to 57.1 µM), for the others: top-dose activity change, negative = inhibition, usual class: inhibitors; 230,000 compounds, 1.6% hits; active = well fitted inhibition curve with a large enough effect, not every such curve was filed as active; inconclusive = small, poorly fitted or top-dose-only effect, or another doubt; inactive = no such curve, though single readings can be large or run the other way;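 also: 0% = wells with enzyme and -100% = buffer wells without enzyme; nearly all actives have a fitted effect of over 50% in size; many of its hits are not listed in these tables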
Target sequence (B2RXH2 1-337 limits assumed): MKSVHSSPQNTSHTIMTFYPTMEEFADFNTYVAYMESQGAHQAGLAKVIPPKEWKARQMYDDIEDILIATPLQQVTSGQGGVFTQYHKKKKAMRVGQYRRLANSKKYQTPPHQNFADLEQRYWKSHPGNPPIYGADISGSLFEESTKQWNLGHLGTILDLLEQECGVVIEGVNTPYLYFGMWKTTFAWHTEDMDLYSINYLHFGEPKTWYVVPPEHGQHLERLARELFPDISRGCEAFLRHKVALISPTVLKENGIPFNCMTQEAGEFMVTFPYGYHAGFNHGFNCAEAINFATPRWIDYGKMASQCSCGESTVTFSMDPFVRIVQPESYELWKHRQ
HttQ103 aggreg: qHTS Multiplex Assay to Identify Dual Action Probes in a Cell Model of Huntington: Aggregate Formation (GFP) | PC12 HttQ103-GFP aggregates, Acumen cytometry, 40 h | Potency, µM (doses to about 46.1 µM), inactives show at the highest dose activity change, negative = inhibition, usual class: inhibitors | 220,000 compounds, 1.1% hits | AID 1688, 2009; also: % is scaled to controls: 0 for no effect and ±100 for the full control effect; nearly all actives have a fitted effect of over 60% in size
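Steps: seed 1500 PC12 HTTQ103-GFP cells/well; add tebufenozide, 100 nM final; add compound titration; add ATPLite reagent; quantify GFP aggregates by laser scanning cytometry.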
ALDH1A1 block: qHTS Assay for Inhibitors of Aldehyde Dehydrogenase 1 (ALDH1A1). Aldehyde dehydrogenase 1A1 (Homo sapiens), P00352. 220,000 compounds, 7.3% hits. Purified ALDH1A1, NADH fluorescence, propionaldehyde substrate. Potency, µM (highest dose often 75.3 µM), for the others: at the highest dose activity, negative = inhibition, most hits filed as inhibitors; active = well fitted inhibition curve with a large enough effect, not every such curve was filed as active; inconclusive = small, poorly fitted or top-dose-only effect, or another doubt; inactive = no such curve, though single readings can be large or run the other way;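 also: plate controls were no enzyme wells and a reference inhibitor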
Target sequence (P00352 whole entry, looked up): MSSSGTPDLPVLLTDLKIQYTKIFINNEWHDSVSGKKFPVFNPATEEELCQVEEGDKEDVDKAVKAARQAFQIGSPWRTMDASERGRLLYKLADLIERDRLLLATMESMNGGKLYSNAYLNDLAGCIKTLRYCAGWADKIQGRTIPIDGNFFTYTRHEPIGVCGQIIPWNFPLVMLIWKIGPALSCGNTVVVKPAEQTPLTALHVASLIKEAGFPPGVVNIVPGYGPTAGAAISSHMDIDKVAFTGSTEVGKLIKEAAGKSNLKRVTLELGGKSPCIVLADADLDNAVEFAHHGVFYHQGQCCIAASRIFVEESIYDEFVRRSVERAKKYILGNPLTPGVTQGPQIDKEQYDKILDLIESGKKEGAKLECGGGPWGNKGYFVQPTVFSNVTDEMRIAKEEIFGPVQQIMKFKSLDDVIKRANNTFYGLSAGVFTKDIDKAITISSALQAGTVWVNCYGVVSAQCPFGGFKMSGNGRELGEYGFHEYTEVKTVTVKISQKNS
Starred values were filed as active, the others as inactive; ? = inconclusive; . = no result given; [ ] = dose if it differs, or a comment. Unless noted, calls follow the shape of the dose curve; as a rule, active = well fitted curve in the direction sought with a large enough effect; inconclusive = small, poorly fitted or top-dose-only effect, or another doubt; inactive = no such curve, though single readings can be large; an effect the other way counts as inactive or inconclusive. Potency is read from the fitted curve at half-maximal effect. Only part of the results is shown; the hit share may differ from the screen's.

SMILES	SMN2 splice enh	Tau ThT inhib	HTT cytoprotect	Tau fluor cs	Tau fibril FP	KDM4E inh	HttQ103 aggreg	ALDH1A1 block
CC(C)(C)c1ccc(O)c(N)c1	-5%	?	-15%	-27%	1%	0%	17%	?
CCOC(=O)Cn1nc(/C=C/c2ccc(C(C)C)cc2)ccc1=O	-11%	-16%	-25%	-5%	8%	?	-1%	?
CCOC(=O)C1(Cc2ccccc2)CCCN(CCO)C1 (stereo unspecified)	.	-4%	-6%[10 µM]	0%	3%	7%	-2%[9.22 µM]	7%
CCCc1nnc(SCc2ccc(OCC)cc2)n1N	13%	1%	-90%[inhibitor][10 µM]	6%	-1%	0%	?	-1%
COC(=O)c1c(NC(=O)CCCOc2ccccc2)sc2c1CCC(C)C2 (stereo unspecified)	-4%	-7%	.	-7%	-6%	.	.	.
O=C(c1ccccc1Sc1c(Cl)cccc1[N+](=O)[O-])N1CCOCC1	-26%	-6%	23%[10 µM]	-3%	-4%	0%	-3%	-13%
COc1cccc(/C=N\NC(=O)c2cc(OCC(F)(F)F)ccc2OCC(F)(F)F)c1	-27%	2%	-37%	-8%	-1%	1%	2%	-12%
COC(=O)C/C=C/[C@@H](C)[C@H](OC)c1c(Br)ccc2c1OCO2	4%	3%	?	-1%	0%	6%	.	1%
CCCOc1ccc(/C=N/Nc2ccccc2[N+](=O)[O-])c(OCCC)c1	-14%	?	-8%[10 µM]	?	14%	10%	3%	0%
COC(=O)c1ccc(-c2csc(NC(=O)c3ccc(S(=O)(=O)N4CCc5ccccc5C4)cc3)n2)cc1	-5%	11%	-11%[10 µM]	2%	-10%	-1%	-15%	15%
C=C(C)C1CC=C(C)/C(=N/NC(=O)COc2ccc(C)cc2)C1 (stereo unspecified)	-40%	-7%	-8%[1.9 µM]	-5%	6%	11%	-14%	-1%
Cc1ccc(-c2nc3cc(NS(=O)(=O)c4ccc(C)cc4)ccc3o2)cc1	-8%	4%	13%[10 µM]	?	?	?	-33%	?
CC1CCCC(C)N1CC(O)COCC1COc2ccccc2O1 (stereo unspecified)	15%	-19%	16%	-10%	-1%	1%	-10%	2%
CCOC(=O)c1cc(-c2ccc(C)cc2)n(CC(=O)Nc2cc(C)ccc2C)c1C	-2%	-3%	.	-2%	-8%	.	.	.
Cc1cc(Nc2cccc(C)c2C)n2ncnc2n1	9%	-9%	-3%	-11%	-7%	11%	8%	6%
Cc1ccc(CN2C(=O)CCC2C(=O)NCCCN2CCCC(C)C2)cc1 (stereo unspecified)	-5%	-6%	-2%[10 µM]	-1%	-2%	7%	-11%	6%
CO/N=C/CC(=O)c1cnc(-c2ccccc2)s1	8%	?	-27%	-18%	11%	-22%	5%	?
O=C(NC1CCc2ccccc21)C1CCN(S(=O)(=O)c2ccc(-n3cnnn3)cc2)CC1 (stereo unspecified)	-1%	5%	-21%[10 µM]	1%	8%	-2%	2%	8%
COc1ccccc1NC(=O)c1cc(Sc2nncn2C)nc2ccccc12	-11%	3%	7%[10 µM]	-7%	-2%	-1%	-4%	?
COc1cc(C)c(S(=O)(=O)N2CCOCC2)cc1C(C)C	.	-3%	-6%	-4%	-3%	4%	-10%	-10%
CCCOC(=O)c1ccc(NC(=O)C2C3C=CC(O3)C2C(=O)O)cc1 (stereo unspecified)	-6%	-11%	-30%	7%	1%	-6%	?	1.8µM*
O=S(=O)(/C=C/c1ccccc1)Nc1ccc(N2CCOCC2)cc1	-6%	-16%	6%	-19%	14%	5%	-4%	?
O=C(Nc1cccc(Cl)c1)N1N=CCC1c1ccccc1 (stereo unspecified)	.	.	-7%[10 µM]	?	5%	-6%	2%[9.22 µM]	.
Cc1cc(S(=O)(=O)N(Cc2cccs2)Cc2ccccc2F)ccc1-n1cnnn1	-15%	-7%	-10%[10 µM]	-20%	2%	?	-3%	-13%
NC(=O)N1CCCC1C(=O)Nc1ccc(Cl)c(Cl)c1 (stereo unspecified)	-20%	-5%	-17%	-11%	-5%	-2%	?	3%
CCOC(=O)C(CC)(CC)C(=O)/C=C/c1ccc(Br)cc1	-99%[inhibitor]	-20%	7%	-5%	-1%	2%	-11%	?
CCOC(=O)CSc1nnc(NCC(=O)OC)c(=O)[nH]1	12%	?	8%	-18%	-18%	2%	12%	-2%
Cc1cc(NC(=NC2CC2)c2ccccc2F)n(-c2ccccc2)n1	.	3%	-25%	-2%	-5%	2%	-4%	13%
Cc1nc(SCC(=O)OCc2ccccc2)c2c(=O)n(C)c(=O)n(C)c2n1	2%	6%	-15%[10 µM]	9%	-2%	-1%	?	-13%
CC1CCCN(c2cc(N(C)CCO)c([N+](=O)[O-])c3nonc23)C1 (stereo unspecified)	-16%	?	43%	-2%	8%	-12%	-15%	?
CC(C)c1ccc(NC(=O)c2cc(S(=O)(=O)NCC3COc4ccccc4O3)ccc2F)cc1 (stereo unspecified)	-48%[inhibitor]	-14%	.	?	?	7%	?	?
Cc1ccc(S(=O)(=O)Nc2cc(-c3ccccc3)nn2C)cc1Cl	.	-13%	7%[10 µM]	-16%	13%	-13%	-24%[9.22 µM]	.
O=C(O)/C=C/C(=O)OC1CC2CCC1C2 (stereo unspecified)	.	-9%	-3%[10 µM]	-1%	1%	-13%	18%[9.22 µM]	.
CCC1CCCCN1CCCNC(=O)c1cn(CC)c2ccc(S(=O)(=O)N3CCc4ccccc4C3)cc2c1=O (stereo unspecified)	-14%	3%	-1%	0%	9%	3%	6%	3%
CC(C)C(=O)Nc1nc2cc3c(cc2s1)OCO3	-7%	-14%	23%[10 µM]	-3%	0%	12%	?	9%
CCN(CC(=O)Nc1c(F)cccc1F)C(=O)COc1ccc2c(C)cc(=O)oc2c1	-9%	1%	-20%	5%	-2%	?	8%	?
O=C(NCCc1ccncc1)C12CC3CC(CC(C3)C1)C2	-14%	-13%	-3%	-14%	-16%	6%	3%[9.22 µM]	-3%
CC1=C(C(=O)NCCN2CCOCC2)C2(CCC(C)CC2)OC1=O (stereo unspecified)	-13%	-2%	2%[10 µM]	1%	5%	-1%	0%	-2%
CC1=CC(C)(C)N2C(=O)C3(C(C#N)=C(N)OC4=C3C(=O)CCC4)c3c(C)c(C)cc1c32 (stereo unspecified)	-3%	0%	-15%	-3%	3%	0%	20%	11%
c1ccc(C[n+]2c(-c3ccccc3)csc2Nc2ccccc2)cc1	-17%	-7%	25%[10 µM]	-20%	2%	-25%	?	?
CCN(CC)C(=S)Oc1ccc(Cl)cc1Cl	.	-10%	-9%[10 µM]	-22%	-6%	16%	-14%[9.22 µM]	10%
CCOCCN(C(=O)c1ccccc1Cl)c1ccccc1	.	11%	0%[10 µM]	8%	-2%	1%	-12%[9.22 µM]	.
Cn1nc(C(C)(C)C)c(NC(=O)c2cccs2)c1C(C)(C)C	.	-17%	5%[10 µM]	-11%	4%	12%	3%[9.22 µM]	-15%
CCN1CCN(c2ccc(NC(=O)c3ccc4c(c3)[nH]c(=O)n4Cc3ccc(F)cc3)cc2)CC1	?	-1%	-1%[10 µM]	-2%	4%	0%	-5%	-1%
Cc1cc(N/C(=N/S(=O)(=O)c2cc(F)ccc2F)c2ccccc2)n(-c2ccccc2)n1	-21%	-2%	-118%[inhibitor]	-12%	7%	.	-30%	?
Cc1nc2cc(-c3ccc(Cl)cc3)nn2c(C)c1CCC(=O)N1CCN(c2ccccc2)CC1	3%	-20%	.	-15%	-8%	.	.	.
CC1CCCCC1NS(=O)(=O)c1ccc(S(=O)(=O)N2CCCC2)cc1 (stereo unspecified)	-8%	0%	10%[10 µM]	-6%	-3%	6%	?	?
COC(=O)c1cc(OC)c(OC)cc1NC(=O)Cc1cccs1	.	9%	-59%[inhibitor][10 µM]	18%[2.34 µM]	6%	5%	13%[9.22 µM]	3.2µM*
O=S(=O)(Nc1cccc(-c2cn3ccsc3n2)c1)c1ccc(F)cc1	-24%	-9%	-13%	?	-13%	6%	-17%	-4%
COc1cc(OC)cc(-c2cc(N3C(=O)Nc4ccccc4N3O)n[nH]2)c1	-5%	-14%	12%[10 µM]	-13%	8%	-2%	14%	11%

Reprinted at random: 3 compounds from above.
SMILES	SMN2 splice enh	Tau ThT inhib	HTT cytoprotect	Tau fluor cs	Tau fibril FP	KDM4E inh	HttQ103 aggreg	ALDH1A1 block
Cn1nc(C(C)(C)C)c(NC(=O)c2cccs2)c1C(C)(C)C	.	-17%	5%[10 µM]	-11%	4%	12%	3%[9.22 µM]	-15%
O=S(=O)(Nc1cccc(-c2cn3ccsc3n2)c1)c1ccc(F)cc1	-24%	-9%	-13%	?	-13%	6%	-17%	-4%
COC(=O)c1cc(OC)c(OC)cc1NC(=O)Cc1cccs1	.	9%	-59%[inhibitor][10 µM]	18%[2.34 µM]	6%	5%	13%[9.22 µM]	3.2µM*

Other compounds:
SMILES	SMN2 splice enh	Tau ThT inhib	HTT cytoprotect	Tau fluor cs	Tau fibril FP	KDM4E inh	HttQ103 aggreg	ALDH1A1 block
Nc1nc(N)c(S(=O)(=O)c2ccccc2)c(Nc2ccc(F)cc2)n1	-5%	0%	.	?	?	.	.	.
COc1cc(CN(C(=O)c2oc3ccccc3c2C)C2CCS(=O)(=O)C2)cc(OC)c1OC (stereo unspecified)	12%	4%	.	-1%	2%	.	.	.
COc1ccc2oc(=O)c(C(=O)NCCc3c(C)[nH]c4c(Cl)cccc34)cc2c1	9%	?	.	-29%	-6%	.	.	.
CCC(C)C(NC(=O)/C(=C\c1ccccc1)NC(=O)c1ccc(OC)cc1)C(=O)O (stereo unspecified)	-7%	1%	-9%	6%	8%	?	8%[9.22 µM]	3%
O=C(CSc1nc2ccccc2s1)NNC(=S)Nc1ccccc1	-10%	6%	10%[10 µM]	7%	1%	-4%	-6%	8.9µM*

High-throughput results: PubChem, National Center for Advancing Translational Sciences (NCATS)
